# Screening results from PubChem.
# BLM helicase inh = inhibitors of human Bloom syndrome helicase BLM | recombinant BLM DNA unwinding, fluorescence dequenching | Potency, µM (titrated, usually from 56.1 µM), for inactives: at the top dose activity change, negative = inhibition, hits mostly inhibitors | 350,000 compounds, 0.2% hits | AID 2528;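 note: plate controls were vehicle for no effect and no enzyme for full effect; nearly all actives have a fitted effect of over 35% in size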
# Target sequence (P54132 whole entry, looked up): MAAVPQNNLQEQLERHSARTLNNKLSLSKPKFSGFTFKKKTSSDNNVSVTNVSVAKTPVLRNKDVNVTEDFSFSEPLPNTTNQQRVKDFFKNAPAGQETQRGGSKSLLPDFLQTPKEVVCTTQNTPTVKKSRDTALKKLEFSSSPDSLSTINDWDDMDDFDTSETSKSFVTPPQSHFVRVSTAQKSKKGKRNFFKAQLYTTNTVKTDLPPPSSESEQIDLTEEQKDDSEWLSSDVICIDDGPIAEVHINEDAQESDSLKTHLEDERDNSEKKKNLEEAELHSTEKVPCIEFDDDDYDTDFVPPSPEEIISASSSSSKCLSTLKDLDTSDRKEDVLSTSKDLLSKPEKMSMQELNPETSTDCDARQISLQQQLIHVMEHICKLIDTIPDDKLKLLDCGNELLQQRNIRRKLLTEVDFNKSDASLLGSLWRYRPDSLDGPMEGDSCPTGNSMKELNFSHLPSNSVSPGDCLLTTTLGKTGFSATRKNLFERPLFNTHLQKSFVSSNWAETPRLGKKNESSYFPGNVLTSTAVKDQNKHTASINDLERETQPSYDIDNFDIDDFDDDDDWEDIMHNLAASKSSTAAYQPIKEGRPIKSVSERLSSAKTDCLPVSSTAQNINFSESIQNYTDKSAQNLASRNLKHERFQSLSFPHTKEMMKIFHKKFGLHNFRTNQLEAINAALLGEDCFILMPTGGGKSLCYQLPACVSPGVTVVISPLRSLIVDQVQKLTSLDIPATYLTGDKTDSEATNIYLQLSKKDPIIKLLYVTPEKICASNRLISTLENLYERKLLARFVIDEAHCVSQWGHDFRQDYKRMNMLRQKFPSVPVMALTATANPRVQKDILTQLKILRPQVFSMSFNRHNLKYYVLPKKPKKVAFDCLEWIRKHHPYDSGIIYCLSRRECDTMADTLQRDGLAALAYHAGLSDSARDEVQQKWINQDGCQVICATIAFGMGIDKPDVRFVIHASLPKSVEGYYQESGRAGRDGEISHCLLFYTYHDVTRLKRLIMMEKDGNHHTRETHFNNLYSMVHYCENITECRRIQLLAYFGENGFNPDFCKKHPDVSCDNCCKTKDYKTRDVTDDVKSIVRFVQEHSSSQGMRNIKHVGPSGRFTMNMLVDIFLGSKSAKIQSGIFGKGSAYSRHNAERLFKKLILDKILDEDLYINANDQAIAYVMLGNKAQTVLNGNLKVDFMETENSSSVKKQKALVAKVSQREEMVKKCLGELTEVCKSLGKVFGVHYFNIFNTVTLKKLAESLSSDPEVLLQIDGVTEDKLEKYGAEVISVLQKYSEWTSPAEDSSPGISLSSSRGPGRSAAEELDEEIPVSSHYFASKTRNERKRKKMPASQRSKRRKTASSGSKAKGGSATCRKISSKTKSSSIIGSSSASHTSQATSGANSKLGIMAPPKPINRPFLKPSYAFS
# POLK inh = inhibitors of human DNA polymerase kappa | purified Pol kappa, fluorescent DNA synthesis assay, 10 min | Potency, µM (doses to about 107 µM), without a hit: at the highest dose activity, negative = inhibition, actives largely listed as inhibitors | 400,000 compounds, 0.53% hits
#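 Kinetic fluorescence screen: compound preincubated 15 min RT with 10 nM enzyme; 50 nM substrate (final) initiates; reads at 0/10 min.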
# APE1 inh = APE1 (human) endonuclease inhibition; recombinant APE1, TAMRA/BHQ-2 abasic DNA cleavage fluorescence; P27695; 350,000 compounds, 0.35% hits; Potency, µM (titrated, usually from 65.8 µM), for the others: at the top dose activity change, negative = inhibition, actives largely listed as inhibitors; AID 2517;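 note: plate controls were vehicle for no effect and reference inhibitor for full effect; nearly all actives have a fitted effect of over 55% in size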
#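 Kinetic fluorescence read (525 ex/598 em nm, three reads 60 s apart) of AP-site incision; signal = third minus first read. Enzyme 0.75 nM, dual-labelled THF duplex 50 nM, compound preincubation 15 min RT.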
# * hit, by the source's call; ? = inconclusive; [ ] = another dose, or the depositor's remark. Calls come from the whole dose curve; as a rule, active = well fitted curve in the direction sought with a large enough effect; inconclusive = small, poorly fitted or top-dose-only effect, or another doubt; inactive = no such curve, though single readings can be large; an effect the other way counts as inactive or inconclusive. Unless noted, % is set by controls: 0 for no effect and ±100 for the full control effect; potency is the fitted concentration of half-maximal effect. Some of the compounds tested; rates above refer to the full screens.
SMILES,BLM helicase inh,POLK inh,APE1 inh
COc1cccc(-c2cncnc2NCc2ccccc2OC)c1,-4%,2%[60.1 µM],4%
O=C(Nc1cccc(F)c1)N1CC2(CCN(C(=O)c3ccco3)CC2)C1,6%,-4%[60.1 µM],21%
Cc1noc(C)c1C(=O)N1CCC2(CC1)CCN(c1cccc(-c3ccccc3)c1)CC2,-8%,-19%[60.1 µM],0%
CN(C)C(=O)c1ccc(-c2nccc(NCc3cccs3)n2)cc1,-3%,4%[60.1 µM],0%
CCNc1ncc2nc(-c3cc(F)cc(F)c3)c(=O)n(CCc3ccccc3)c2n1,-9%,-15%[60.1 µM],?
CN(C)c1ccc(-c2cc(N(C)Cc3ccco3)ncn2)cc1,-2%,-2%[60.1 µM],-3%
CN1CC[C@@]2(CCCN(C(=O)c3cc(C(F)(F)F)cc(C(F)(F)F)c3)C2)C1,0%,9%[60.1 µM],3%
Cn1c(=O)c(-c2cc(F)cc(F)c2)nc2cnc(N3CCOCC3)nc21,1%,-2%[60.1 µM],13%
C=C1CC[C@@H]2O[C@@]2(C)CC[C@H]2[C@H]1CC2(C)C,-2%,-10%[19.4 µM],-2%
O=C(c1cnccn1)N1CCC[C@@]2(CCN(c3ccccc3)C2)C1,-3%,8%[60.1 µM],1%
COc1ccc(-c2nc3cnc(N4CCOCC4)nc3n(C3CC3)c2=O)cc1,-2%,2%[60.1 µM],0%
COc1ccc2[nH]cc(CCNc3ncncc3-c3ccccc3C)c2c1,2%,-1%[60.1 µM],-1%
CC[C@H](C)N(C)C(=O)c1cc2ccccc2c(-c2ccccc2Cl)n1,-4%,-8%[19.4 µM],-7%
CS(=O)(=O)N1CCC2(CCN(C(=O)Nc3cccc(C#N)c3)CC2)CC1,-15%,0%[60.1 µM],2%
COc1ccccc1CNc1nc(-c2cccnc2)nc2ccccc12,2%,-2%[60.1 µM],16%
COc1ncc2nc(-c3ccccc3)c(=O)n(C)c2n1,5%,0%[60.1 µM],-5%
COc1ccc2[nH]cc(CCNc3ncncc3-c3ccoc3)c2c1,-5%,-4%[60.1 µM],-4%
Cn1cccc1C(=O)N1CCC2(CCCN(c3ccccn3)C2)CC1,-2%,-1%[60.1 µM],10%
COc1ccc2[nH]cc(CCNc3nc(-c4c(C)noc4C)nc4ccccc34)c2c1,-6%,-7%[60.1 µM],-7%
COc1ccccc1-c1cncnc1N(C)Cc1ccco1,3%,-10%[60.1 µM],11%
N#Cc1ccc(CN2CCC3(CC2)CCN(C(=O)c2ccncc2)CC3)cc1,2%,1%[60.1 µM],4%
CCNc1ncc2nc(-c3cccc(C#N)c3)c(=O)n(Cc3cccc(OC)c3)c2n1,-3%,6%[60.1 µM],2%
CCOC(=O)[C@H](N)/C=C(\C)CP(=O)(O)O,-1%,-6%[19.4 µM],-2%
Cn1cccc1C(=O)N1CCC2(CC1)CN(C(=O)Nc1cccc(F)c1)C2,6%,-8%[60.1 µM],15%
COc1ccccc1CNc1cc(-c2ccoc2)ncn1,-11%,0%[60.1 µM],1%

# Part of the list above in order of length of the SMILES, rising:
SMILES,BLM helicase inh,POLK inh,APE1 inh
COc1cccc(-c2cncnc2NCc2ccccc2OC)c1,-4%,2%[60.1 µM],4%
CC[C@H](C)N(C)C(=O)c1cc2ccccc2c(-c2ccccc2Cl)n1,-4%,-8%[19.4 µM],-7%
Cn1cccc1C(=O)N1CCC2(CC1)CN(C(=O)Nc1cccc(F)c1)C2,6%,-8%[60.1 µM],15%

# Continued:
SMILES,BLM helicase inh,POLK inh,APE1 inh
CC(=O)NCCNc1nc(-c2cccc(NS(C)(=O)=O)c2)nc2ccccc12,3%,2%[60.1 µM],-1%
COc1cc2nc(N3CCN(C(=O)[C@H]4CCCO4)CC3)nc(N)c2cc1OC,1%,-12%[19.4 µM],-5%
O=C(c1cccc(F)c1)N1CCC2(CC1)CCN(c1ccccc1)CC2,0%,1%[60.1 µM],22%
COCCn1c(=O)c(C)nc2cncnc21,-3%,-4%[60.1 µM],3%
O=c1c(CCc2ccccc2)nc2cnc(N3CCOCC3)nc2n1CCc1ccccc1,6%,-3%[60.1 µM],0%
O=C(c1cc(C(F)(F)F)cc(C(F)(F)F)c1)N1CCC2(CC1)CN(Cc1ccncc1)C2,-1%,5%[60.1 µM],15%
O=C(Nc1cccc(F)c1)N1CC[C@@]2(CCCN(C(=O)c3cccc(F)c3)C2)C1,-2%,8%[60.1 µM],-1%
COc1ccc2[nH]cc(CCNc3cc(-c4ccccc4OC)ncn3)c2c1,-3%,2%[60.1 µM],8%
CCCN(C/C=C\I)[C@@H]1CCc2cccc(O)c2C1,31%[activator],-8%[19.4 µM],-6%
N[C@@H](Cn1ccc(=O)n(Cc2ccccc2C(=O)O)c1=O)C(=O)O,-14%,-8%[19.4 µM],-5%
c1ccc(Nc2ncncc2-c2ccoc2)cc1,-21%,-13%[60.1 µM],-5%
COc1cccc(-c2cc(N(C)Cc3ccco3)ncn2)c1,1%,?,-6%
CC(C)(C)CC(C)(C)c1ccc(OCCO)cc1,-4%,-14%[60.1 µM],2%
c1csc(CNc2ccnc(-c3ccc4c(c3)OCO4)n2)c1,-11%,-4%[60.1 µM],?
CCNc1ncc2nc(-c3cn(C)c4ccccc34)c(=O)n(-c3ccccc3)c2n1,-7%,3%[60.1 µM],-1%
CC(=O)NCCNc1ncnc2ccc(-c3ccc4c(c3)OCO4)cc12,3%,-1%[60.1 µM],8%
c1ccc(-c2cccc(N3CCCC4(CCNCC4)C3)c2)cc1,5%,-3%[60.1 µM],-4%
COc1ccc2[nH]cc(CCNc3ncncc3-c3cccc(C#N)c3)c2c1,3%,10%[60.1 µM],12%
O=c1cnc2cnc(Oc3cccc(Cl)c3)nc2n1C[C@H]1CCCO1,6%,-1%[60.1 µM],7%
COc1cccc(-c2nccc(NCc3cccnc3)n2)c1,3%,4%[60.1 µM],1%
Cc1nc2cnc(Nc3ccccc3)nc2n(Cc2cccs2)c1=O,2%,-6%[60.1 µM],1%
O=c1cnc2cnc(OCc3ccccc3)nc2n1CCc1ccccc1,-6%,-3%[60.1 µM],-1%
COCCn1c(=O)c(-c2cc(F)cc(F)c2)nc2cncnc21,-4%,0%[60.1 µM],-1%
CCNc1ncc2nc(CCc3ccccc3)c(=O)n(-c3ccc(OC)cc3)c2n1,-2%,-19%[60.1 µM],2%
CS(=O)(=O)Nc1cccc(-c2cncnc2Nc2ccc(F)cc2)c1,-3%,1%[60.1 µM],-2%
# Continuation.
SMILES,BLM helicase inh,POLK inh,APE1 inh
COc1cccc(-c2cc(NCc3ccccc3OC)ncn2)c1,-3%,-8%[60.1 µM],6%
COc1ccccc1CN1CCCC2(CCN(C(=O)c3ccco3)CC2)C1,2%,6%[60.1 µM],1%
COC(=O)N1CCC[C@@]2(CCN(C(=O)Nc3ccccc3)C2)C1,4%,0%[60.1 µM],5%
N#Cc1cccc(NC(=O)N2CC[C@@]3(CCCN(S(=O)(=O)c4ccccc4)C3)C2)c1,-15%,-11%[60.1 µM],-2%
CN1CCN(c2ncc3nc(-c4ccc(Cl)cc4)c(=O)n(C4CC4)c3n2)CC1,0%,?,-1%
C[C@@H]1c2ccccc2CN1CC1=NCCN1,-7%,-11%[19.4 µM],-8%
CC(C)NC(=O)N1CCCC2(CCN(C(=O)c3ccco3)CC2)C1,3%,-6%[60.1 µM],1%
O=C(c1cc(C(F)(F)F)cc(C(F)(F)F)c1)N1CCC2(CCN(Cc3ccncc3)CC2)CC1,1%,-6%[60.1 µM],1%

# Structures above with a halogen, in the order listed:
SMILES,BLM helicase inh,POLK inh,APE1 inh
O=C(Nc1cccc(F)c1)N1CC2(CCN(C(=O)c3ccco3)CC2)C1,6%,-4%[60.1 µM],21%
CCNc1ncc2nc(-c3cc(F)cc(F)c3)c(=O)n(CCc3ccccc3)c2n1,-9%,-15%[60.1 µM],?
CN1CC[C@@]2(CCCN(C(=O)c3cc(C(F)(F)F)cc(C(F)(F)F)c3)C2)C1,0%,9%[60.1 µM],3%
Cn1c(=O)c(-c2cc(F)cc(F)c2)nc2cnc(N3CCOCC3)nc21,1%,-2%[60.1 µM],13%
CC[C@H](C)N(C)C(=O)c1cc2ccccc2c(-c2ccccc2Cl)n1,-4%,-8%[19.4 µM],-7%
Cn1cccc1C(=O)N1CCC2(CC1)CN(C(=O)Nc1cccc(F)c1)C2,6%,-8%[60.1 µM],15%
O=C(c1cccc(F)c1)N1CCC2(CC1)CCN(c1ccccc1)CC2,0%,1%[60.1 µM],22%
O=C(c1cc(C(F)(F)F)cc(C(F)(F)F)c1)N1CCC2(CC1)CN(Cc1ccncc1)C2,-1%,5%[60.1 µM],15%
O=C(Nc1cccc(F)c1)N1CC[C@@]2(CCCN(C(=O)c3cccc(F)c3)C2)C1,-2%,8%[60.1 µM],-1%
CCCN(C/C=C\I)[C@@H]1CCc2cccc(O)c2C1,31%[activator],-8%[19.4 µM],-6%
O=c1cnc2cnc(Oc3cccc(Cl)c3)nc2n1C[C@H]1CCCO1,6%,-1%[60.1 µM],7%
COCCn1c(=O)c(-c2cc(F)cc(F)c2)nc2cncnc21,-4%,0%[60.1 µM],-1%
CS(=O)(=O)Nc1cccc(-c2cncnc2Nc2ccc(F)cc2)c1,-3%,1%[60.1 µM],-2%
CN1CCN(c2ncc3nc(-c4ccc(Cl)cc4)c(=O)n(C4CC4)c3n2)CC1,0%,?,-1%
O=C(c1cc(C(F)(F)F)cc(C(F)(F)F)c1)N1CCC2(CCN(Cc3ccncc3)CC2)CC1,1%,-6%[60.1 µM],1%
